Source: PubChem
IEC-6 cytotox: counter-screen for KLF5 inhibitors: cytotoxicity in IEC-6 cells; IEC-6 cytotoxicity, luminescence viability; inhibition, % at 5 µM; hit rate 0.78% among 290,000; AID 1825; in the data active means inhibition above about 22%;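 further: 0% = plate median of test compound wells and 100% = cytotoxic reference compound wells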
HSP90 refold inh: inhibitors of HSP90 luciferase refolding in rabbit reticulocyte lysate; inhibition, % at 5.6 µM; hit rate 0.91% among 290,000; luciferase refolding luminescence, 3 h; AID 1789;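 active means inhibition above the screen-wide mean plus 3 SD, computed separately per campaign, cut at about 16% in these data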;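 further: 0% = DMSO wells and 100% = 60 µM geldanamycin wells; inhibitors lower the luminescence because luciferase stays unfolded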
PolyA inh: yeast polyadenylation inhibition | AID 1875 | hit rate 0.02% among 300,000 | S. cerevisiae SKY197-pL101 polyadenylation reporter, beta-gal luminescence; efflux-impaired pdr1/pdr3 knockout yeast; score 100 = 6 SD above DMSO | calls only at 12 µM;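 active means lowest replicate activity score at least 50, where 100 means six control SD above control mean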;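 further: yeast exposed to compound for 9 h at 30 °C; higher score means more reporter readthrough which indicates perturbed polyadenylation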
HSF1 activator: increases HSF-1 driven luciferase reporter signal; NIH3T3-HGL HSF-1 luciferase reporter, MG132, 8 h; 100% = twice DMSO control signal; activation, % at 9 µM; hit rate 1.7% among 300,000; AID 504408;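 active means mean replicate activation of at least 50% with a set share of replicates each reaching 50%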;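 further: 0% = median of the neutral control wells and 100% = twice that signal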
HSF1 inhib: HSF1 inhibition; NIH3T3-HGL HSE-luciferase, MG132-induced, luminescence 8 h; stronger effect = lower value; hit rate 0.77% among 300,000; activity change, negative = inhibition, % at 7.5 µM (by protocol);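 active means more than half of replicate wells show activity change below -50%, luminescence cut by over half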;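 further: luciferase reports HSF-1 transcriptional activity via heat shock element; 0% = median of DMSO wells and -100% = zero luminescence signal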
GSK3 alpha inh: human GSK-3 alpha kinase inhibition; ADP-Glo luminescence, 60 min; inhibition, % at 10 µM; hit rate 0.1% among 320,000;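 in the data active means inhibition above about 50%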;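 further: GST-tagged GSK-3 alpha with peptide substrate and 25 µM ATP; 0% = DMSO neutral wells and 100% = GW8510 positive control wells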
Target sequence (P49840 whole entry, looked up): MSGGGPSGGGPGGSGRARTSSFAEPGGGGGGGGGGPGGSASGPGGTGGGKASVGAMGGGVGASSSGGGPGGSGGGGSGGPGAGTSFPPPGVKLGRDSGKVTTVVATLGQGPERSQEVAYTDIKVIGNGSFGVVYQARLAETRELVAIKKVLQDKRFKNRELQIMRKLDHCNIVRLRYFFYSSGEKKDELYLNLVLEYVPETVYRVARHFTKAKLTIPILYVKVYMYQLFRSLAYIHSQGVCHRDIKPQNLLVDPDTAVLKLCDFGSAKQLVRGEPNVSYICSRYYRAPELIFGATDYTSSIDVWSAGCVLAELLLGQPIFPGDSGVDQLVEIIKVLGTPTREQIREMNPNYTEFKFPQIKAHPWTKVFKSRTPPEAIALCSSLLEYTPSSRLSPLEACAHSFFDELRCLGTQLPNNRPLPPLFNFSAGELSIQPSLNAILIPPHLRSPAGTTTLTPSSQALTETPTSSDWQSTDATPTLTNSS
AI-2 QS mod: Vibrio harveyi AI-2 quorum sensing modulation; Vibrio harveyi JMH597 AI-2 luminescence/OD600 ratio, 9 h; stronger effect = lower value; strain lacks LuxN and CqsS sensors; 0 = neutral-control median; hit rate 0.4% among 300,000; AID 2094; activity change, % at 7.5 µM; in the data active means activity change below about -75%, passing the limit was not always enough;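 further: luminescence divided by OD600 gain over 9 h not by final OD600 alone; inactives centre near 13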
GSK3beta inhib: blocks human GSK3beta kinase activity | activity score (negative = inhibition), % at 10 µM | GST-GSK3beta kinase, ADP-Glo luminescence, 60 min; stronger effect = lower value | hit rate 0.038% among 300,000 | AID 2097 | P49841;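 active means more than half of replicate wells score below -50%, meaning over 50% inhibition versus plate controls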;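 further: 0% = median DMSO wells and -100% = median GW8510 positive control wells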
Target sequence (P49841 whole entry, looked up): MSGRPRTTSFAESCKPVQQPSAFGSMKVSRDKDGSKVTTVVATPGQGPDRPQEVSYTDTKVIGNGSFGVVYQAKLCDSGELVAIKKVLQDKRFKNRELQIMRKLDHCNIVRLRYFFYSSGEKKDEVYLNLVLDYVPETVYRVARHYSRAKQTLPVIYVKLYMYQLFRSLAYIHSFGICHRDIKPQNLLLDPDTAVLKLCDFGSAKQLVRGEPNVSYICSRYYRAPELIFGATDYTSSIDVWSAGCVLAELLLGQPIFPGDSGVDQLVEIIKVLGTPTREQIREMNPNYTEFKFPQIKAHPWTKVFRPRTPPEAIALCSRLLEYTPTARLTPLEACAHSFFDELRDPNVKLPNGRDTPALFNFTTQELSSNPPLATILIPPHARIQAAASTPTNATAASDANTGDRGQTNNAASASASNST
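Test system: GST-tagged human GSK3beta kinase, cell-free; evaluation: activity score scaled between in-plate DMSO and GW8510 controls; measured by: ADP-Glo luminescence; incubation: 60 min reaction, RT; benchmarks: DMSO and 20 µM GW8510; reagent: peptide substrate plus 25 µM ATP (final); medium: Tris/MgCl2 kinase buffer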
aSyn UTR inh: 5' untranslated region of α-synuclein, MLPCN primary screen. alpha-synuclein 5'UTR reporter, inhibitor activity. inhibition, % (tested at 7.5 µM). hit rate 0.82% among 300,000; in the data active means inhibition above about 60%;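 further: H4 neuroglioblastoma cells stably carrying SNCA 5'UTR luciferase fusion; 0% = DMSO wells and 100% = positive control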
KLF5 inh: suppresses KLF5 promoter-driven expression; DLD-1 KLF5 promoter-luciferase reporter, luminescence; inhibition, % at 5 µM; hit rate 0.23% among 290,000; AID 1700;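 active means inhibition above a per-plate limit of that plate's mean compound inhibition plus 3 SD, cut at about 60% in these data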;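 further: 0% = DMSO wells and 100% = LY294002 at 200 µM; higher means less KLF5 promoter-driven luciferase light; inactives centre near -14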
Active calls of the source: *; i = inactive; x = not tested or not shown. The list is partial, so the mix of outcomes need not match the whole.

Structure	IEC-6 cytotox	HSP90 refold inh	PolyA inh	HSF1 activator	HSF1 inhib	GSK3 alpha inh	AI-2 QS mod	GSK3beta inhib	aSyn UTR inh	KLF5 inh
CCn1c(Sc2ccc([N+](=O)[O-])cn2)nnc1-c1ccco1	1	1	i	3	0	0	21	-5	-22	-26
CCCc1nc(SCC(=O)N2CCCCCC2)c2c(=O)n(C)c(=O)n(C)c2n1	-5	-1	i	-10	1	1	-3	-4	8	-11
CSc1ccc(Cl)c(C(=O)N2CCOc3ccccc32)c1	7	3	i	3	-2	0	-6	0	4	-10
COc1cc2ccccc2cc1C(=O)NC(=S)Nc1nnn(C)n1	-2	1	i	41	3	-4	14	-1	15	6
CC(C)OC(=O)CC12CN(C)CC(CC(=O)OC(C)C)(CN(C)C1)C2=O	-2	-2	i	-15	-4	-1	3	-2	-98	-17
Cc1ccc(NC(=O)c2ccc(OC(F)(F)F)cc2)cc1S(=O)(=O)N(C)C	0	-1	i	11	-2	-2	-33	4	-76	-17
O=C(CN(c1ccc(F)cc1)S(=O)(=O)c1ccc2c(c1)OCCO2)Nc1cccnc1	5	-2	i	11	5	-1	25	3	2	7
CCOC(=O)c1sc(NCCNc2nc(C)c(C(=O)OCC)s2)nc1C	x	x	i	1	0	-8	25	-5	4	x
CC(C)c1ccc(OCC(=O)Nc2ccncc2)cc1	-7	-3	i	-3	0	1	x	x	7	-25
O=C(Cc1cccs1)Nc1nc(-c2ccc(F)cc2F)cs1	-2	0	i	14	6	-1	0	-3	-53	-35
COc1cc(=O)[nH]c(SCC(=O)Nc2nc3c(s2)CCCC3)n1	0	9	i	-89	-86*	-2	37	1	28	-23
Cc1ccc(CN(C(=O)COc2ccc(C)c(C)c2)C2CCS(=O)(=O)C2)o1 (stereo unspecified)	0	1	i	-2	6	x	4	2	4	-22
O=C(Cn1c(-c2ccccc2Cl)nc2ccccc21)Nc1cccc(Cl)c1	4	2	i	17	5	x	26	-1	3	2
CCOc1ccc(C(=O)Oc2cc(C)[nH]c(=O)c2[N+](=O)[O-])cc1	-3	-3	i	3	0	0	19	3	23	-10
CCOC(=O)c1c(NC(=O)C(C)Sc2cn(C)c3ccccc23)sc2c1CCC2 (stereo unspecified)	6	6	i	7	-4	-1	22	-1	-2	2
OCCC1CN(Cc2cnc(N3CCCC3)s2)CCN1C1CCCC1 (stereo unspecified)	0	0	i	-2	-14	2	21	-1	-24	-10
COc1ccc(C(=O)O/N=C(\N)c2cccc(C)c2)cc1OC	5	-4	i	35	21	0	-5	2	-165	-123
O=C(O)Cc1ccc(NS(=O)(=O)c2ccc3ccccc3c2)cc1	-2	2	i	-14	-2	-5	14	2	7	-16
COc1ccccc1N/C(=N/S(=O)(=O)c1ccc(C)cc1)c1ccccc1	-8	-4	i	x	x	-2	23	0	4	-13
Cc1ccccc1N(C(=O)c1snc(C(N)=O)c1N)C(C(=O)NC1CCCC1)c1ccco1 (stereo unspecified)	3	-1	i	1	-2	x	4	-2	12	-25

(more compounds)
Structure	IEC-6 cytotox	HSP90 refold inh	PolyA inh	HSF1 activator	HSF1 inhib	GSK3 alpha inh	AI-2 QS mod	GSK3beta inhib	aSyn UTR inh	KLF5 inh
Cc1cccc(NC(=O)CSc2nnc(-c3ccncc3)n2C)c1	8	3	i	1	-1	-1	14	2	13	-7
CN(CC(=O)Nc1ccc(F)cc1)C(=O)c1ccncc1	4	1	i	-19	-2	3	5	-1	-5	-21
C/C(=N\Nc1cc(N2CCCCC2)nc(C)n1)c1ccc(Br)cc1	1	2	i	42	3	-3	-23	4	-4	-32
Nc1nonc1-n1nnc(C(=O)N/N=C/c2ccccc2Cl)c1-c1ccccc1	-4	2	i	0	-4	-3	11	-2	-6	-15
Cc1cc(C)nc(SCC(=O)N/N=C/c2ccc3c(c2)OCO3)n1	0	-10	i	30	2	-2	16	2	-52	-98
OCC[C@@H]1C[C@@H](O)[C@H](O)[C@@]2(CCCCO2)O1	x	x	i	-2	-2	-3	14	3	3	x
O=C(NCCO)c1ccc2c3n(nc2c1)-c1ccccc1CO3	x	x	i	28	15	11	7	-3	-105	x
CC(=O)OCCNc1cc(SCc2ccco2)c2nonc2c1[N+](=O)[O-]	-22	3	i	17	-1	0	75	0	-54	-7
CCC(Oc1ccccc1)C(=O)N(Cc1ccccc1)c1ccccn1 (stereo unspecified)	1	-1	i	18	-1	1	0	4	19	-10
COc1ccc(/C=C/C(=O)c2ccccc2O)cc1CN1CCOCC1	0	1	i	25	7	-1	9	3	25	11
COc1ccc(C2C3=C(CC(C)(C)CC3=O)Nc3c2c(=O)[nH]c(=O)n3Cc2ccccc2)cc1OC (stereo unspecified)	4	9	i	-7	6	-2	11	-3	20	-12
c1ccc(Nc2nc(Nc3ccccc3)nc(N3CCNCC3)n2)cc1	-9	1	i	-6	-1	0	11	3	-28	-17
Cc1ccc(-n2c(Cc3ccccc3)n[nH]c2=S)cc1	-1	0	i	-5	-5	-3	1	2	0	-8
Cn1c(=O)c2c(nc(SCc3nn[nH]n3)n2Cc2ccccc2F)n(C)c1=O	1	0	i	-3	-4	x	19	2	18	-21
Cc1ccnc(NC(=O)c2ccc(Cl)c(NC(=O)CCc3ccccc3)c2)c1	-7	1	i	3	2	0	16	4	-20	-49
Cc1ccc(CCNC(=O)CN(c2cc(C)cc(C)c2)S(=O)(=O)c2c(C)noc2C)cc1	-2	-4	i	35	10	-1	12	1	13	-4
Cc1ccc(-c2csc(N3CCN(c4cc5c(cc4Cl)nc(C(C)N)n5CCCO)CC3)n2)cc1 (stereo unspecified)	-6	-4	i	-20	-2	0	12	0	24	-1
Cc1ccc(S(=O)(=O)N2CCN(C(=O)c3cccc(-n4cccc4)c3)CC2)cc1	x	x	i	1	5	0	-8	2	5	x
N#Cc1c(N)oc(-c2ccc3c(c2)OCO3)c1-c1ccc2c(c1)OCO2	3	4	i	1	3	1	24	4	-16	10
O=C(CN(C(=O)c1csnn1)c1ccccc1)NCc1ccc2c(c1)OCO2	-2	3	i	11	14	7	11	4	0	-39

Later entries
Structure	IEC-6 cytotox	HSP90 refold inh	PolyA inh	HSF1 activator	HSF1 inhib	GSK3 alpha inh	AI-2 QS mod	GSK3beta inhib	aSyn UTR inh	KLF5 inh
NC(=O)CSc1nnc(-c2cccs2)n1Cc1ccco1	-5	-1	i	-6	-8	-2	0	0	20	-10
Nc1c(C(=O)NCc2ccccc2)c2nc3ccccc3nc2n1-c1ccc2c(c1)OCO2	-8	0	i	6	-3	2	18	2	9	-21
O=C(C1CCN(S(=O)(=O)c2cnc[nH]2)CC1)N(CCc1ccccc1)Cc1ccccc1	1	1	i	-7	-7	0	31	0	5	-17
O=[N+]([O-])c1cccc(-n2nncc2-c2ccccc2)c1	-3	-2	i	-17	-2	6	x	x	19	-40
Cc1cc(C)c(NC(=O)c2cccs2)c(C)c1NC(=O)c1cccs1	2	3	i	0	3	5	-3	0	-12	-4
CN1CCN(c2nc3ccccn3c(=O)c2C=O)CC1	3	-1	x	22	-5	-1	15	3	3	-17
Cc1ccc(S(=O)(=O)NCCC(=O)N2CCC(Cc3ccccc3)CC2)cc1	x	x	i	-5	-3	-2	11	-3	19	x
O=c1oc(Nc2cccc(Cl)c2)nc2ccccc12	-1	13	i	67*	25	0	19	-2	-85	-108
COc1ccc(N(CC(C)C)S(=O)(=O)c2nnc(NC(=O)CC(C)C)s2)cc1	1	5	i	-9	-2	0	-5	2	23	1
Cc1ccc(Nc2nnc(SCc3cc(=O)n4cc(C)ccc4n3)s2)cc1	4	-2	i	17	-2	-1	4	-4	2	-1
COc1ccc(-c2cc(C(=O)N3CCN(S(=O)(=O)c4ccc(C)cc4)CC3)[nH]n2)cc1	7	-4	i	10	3	0	11	2	9	-13
CCOc1ccccc1NC(=O)CSc1nc2c(c(=O)n(C)c(=O)n2C)n1C	2	0	i	2	9	1	24	2	12	-28
Cc1cc(C(=O)N/N=C\C(Br)=C\c2ccccc2)c(C)o1	12	0	i	112*	74	1	-13	0	-124	-34
Cc1ccc(NC(=O)CCC(=O)NNC(=S)Nc2ccc(F)cc2F)cc1C	-2	1	i	-35	-21	10	12	1	5	-11
CCc1ccc(S(=O)(=O)NCc2cn3ccccc3n2)s1	2	0	i	5	-5	0	17	2	-7	-34
COc1ccc(-c2csc3ncnc(N4CCN(S(=O)(=O)c5ccc(C)cc5)CC4)c23)cc1	x	x	i	9	7	-2	17	-4	27	x
CC(C)c1nnc(NC(=O)CCCC(=O)O)s1	-4	5	i	42	5	-3	40	0	20	2
CCn1nccc1C(=O)Nc1cc(Cl)cc(Cl)c1	-4	-1	i	20	10	2	-10	1	-34	-14
CN(C)CC1(c2ccccc2)CCCC1	0	2	i	19	-1	0	2	0	6	17
CN1/C(=C\C(=O)CN2C(=O)NC3(CCCCCC3)C2=O)C(C)(C)c2ccccc21	2	4	i	2	3	1	14	2	13	-28
CCOC(=O)c1ccc(NC(=O)c2c(N)n(C)c(=O)n(C)c2=O)cc1	x	x	i	7	5	3	17	0	-26	x
COc1cc(C)c(NC(=S)NCCCN2CCOCC2)cc1OC	-10	6	i	-11	-5	2	-3	0	-16	-7
